D1 potentiator: Potentiators of Human D1 Dopamine Receptor: qHTS; D(1A) dopamine receptor (Homo sapiens), P21728; HEK293 TREx D1 cells, calcium flux, dopamine EC20 potentiation; potentiation, % at 10 µM; actives 0.036% (n = 360,000); AID 504651, 2011; in the data active means potentiation above about 30%; further: 0% is about no effect
Target sequence (P21728 whole entry, looked up): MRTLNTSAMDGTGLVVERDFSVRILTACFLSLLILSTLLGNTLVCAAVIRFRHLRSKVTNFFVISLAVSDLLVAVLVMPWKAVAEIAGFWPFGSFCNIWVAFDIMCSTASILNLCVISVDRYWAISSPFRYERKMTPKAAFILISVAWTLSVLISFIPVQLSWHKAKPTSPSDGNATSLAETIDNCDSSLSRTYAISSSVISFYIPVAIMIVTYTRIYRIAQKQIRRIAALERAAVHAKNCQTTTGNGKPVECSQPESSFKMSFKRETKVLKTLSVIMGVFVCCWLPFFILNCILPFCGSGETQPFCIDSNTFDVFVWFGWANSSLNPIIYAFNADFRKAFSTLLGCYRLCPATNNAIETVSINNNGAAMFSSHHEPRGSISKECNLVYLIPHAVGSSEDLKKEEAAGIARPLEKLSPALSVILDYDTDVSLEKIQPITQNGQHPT
D1 agonist: Allosteric Agonists of the Human D1 Dopamine Receptor: qHTS. D(1A) dopamine receptor (Homo sapiens), P21728. HEK293 T-REx D1 cells, calcium flux, agonist mode. activation, % at 2 µM. actives 1% (n = 360,000); further: 0% is about no effect
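Tetracycline-induced HEK293 TREx D1 cells, force-coupled to calcium signalling, were dye-loaded with a no-wash calcium kit. Compound was pin-added after a 10 s baseline. Fluorescence was read kinetically at 1 cycle/s for 180 s, with calcium rises flagged as agonism.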
D1 antag: Antagonist of Human D 1 Dopamine Receptor: qHTS; D(1A) dopamine receptor (Homo sapiens), P21728; HEK293 TREx D1 cells, calcium flux, dopamine EC80; stronger effect = lower value; activity change, negative = inhibition, % at 10 µM; actives 3.2% (n = 360,000); in the data active means activity change below about -30%; further: on the % scale 0 is the no-effect control and ±100 the full control effect
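After overnight tetracycline induction at 30 C, force-coupled D1 HEK293 cells took up a no-wash calcium dye at room temperature. Compounds were added and monitored 180 s, and the response to EC80 dopamine was then recorded.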
D2 antag: HTS Assay for Allosteric Antagonists of the Human D2 Dopamine Receptor: Primary Screen for Antagonists. actives 2% (n = 340,000). AID 485344, 2010. D(2) dopamine receptor (Homo sapiens), P14416. HEK293 TREx D2 cells, calcium flux, dopamine EC80. inhibition, % at 10 µM; in the data active means inhibition above about 30%; further: 0% is about no effect
Target sequence (P14416 whole entry, looked up): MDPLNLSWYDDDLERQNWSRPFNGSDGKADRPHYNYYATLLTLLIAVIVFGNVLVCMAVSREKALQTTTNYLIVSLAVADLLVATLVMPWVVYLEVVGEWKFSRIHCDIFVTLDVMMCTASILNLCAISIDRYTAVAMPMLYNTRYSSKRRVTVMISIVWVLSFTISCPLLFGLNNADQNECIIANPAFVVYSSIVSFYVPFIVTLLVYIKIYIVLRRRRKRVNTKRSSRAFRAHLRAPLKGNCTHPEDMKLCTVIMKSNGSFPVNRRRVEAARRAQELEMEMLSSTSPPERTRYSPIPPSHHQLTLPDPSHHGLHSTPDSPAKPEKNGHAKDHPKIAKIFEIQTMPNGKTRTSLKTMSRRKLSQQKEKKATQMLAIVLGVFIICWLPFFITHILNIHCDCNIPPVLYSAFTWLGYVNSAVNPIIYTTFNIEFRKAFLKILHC
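Tetracycline-induced HEK293 TREx cells expressing D2 receptor forced-coupled to calcium signalling, loaded with no-wash calcium dye. Compounds added and calcium flux read 180 s, then dopamine added at EC80 and read a further 180 s.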
TRHR agonist: qHTS for Small Molecule Agonists and Allosteric Enhancers of Human TRH Receptor: Primary Screen for Agonists; Thyrotropin-releasing hormone receptor (Homo sapiens), P34981; TRHR cells, calcium flux fluo-8, FDSS agonist mode; activation, % at 2 µM; actives 0.18% (n = 360,000); further: 0% is about no effect
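Read-out: compound-evoked intracellular calcium rise in TRHR cells, fluo-8 dye, kinetic FDSS fluorescence at 1 s/cycle following a 10-cycle baseline. Cells cultured overnight before dye loading (30 min–1.5 h, RT).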
D2 potentiator: HTS Assay for Positive Allosteric Modulators of the Human D2 Dopamine Receptor: Primary Screen for Potentiators | actives 0.34% (n = 340,000) | HEK293 T-REx D2, calcium flux, EC20 dopamine potentiation | D(2) dopamine receptor (Homo sapiens), P14416 | AID 485347, 2010 | potentiation, % at 10 µM;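 active means potentiation over 3 SD above the plate norm, cut at about 30% in these data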; further: 0% is about no effect
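Tetracycline-induced Hek293 Trex D2 cells, force-coupled to calcium, loaded with no-wash calcium dye. Compound added with 180 s kinetic read for agonism, then EC20 dopamine and a further 180 s read for potentiation.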
D2 ag: HTS Assay for Allosteric Agonists of the Human D2 Dopamine Receptor: Primary Screen for Agonists; D(2) dopamine receptor (Homo sapiens), P14416; HEK293 T-REx D2 cells, calcium flux agonist mode; activation, % at 2 µM; actives 0.53% (n = 340,000);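 active means activation over 3 SD above normal in the single-dose calcium agonist read, cut at about 30% in these data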; further: 0% is about no effect
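Tetracycline-induced HEK293 Trex cells with D2 receptor force-coupled to calcium signaling, plated overnight at 30 C and loaded with no-wash calcium dye. Calcium flux read kinetically for 180 s after compound addition; responses flag agonists.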
RXFP1 antagonist: qHTS Assay for Antagonists of the Relaxin Receptor RXFP1; Relaxin receptor 1 (Homo sapiens), Q9HBX9; HEK293-RXFP1, relaxin-stimulated cAMP HTRF, 30 min; stronger effect = lower value; activity change, negative = inhibition, % at 57.5 µM; actives 0.59% (n = 350,000);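 active means activity change of -60% or lower, but not beyond a set lower limit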; further: on the % scale 0 is the no-effect control and ±100 the full control effect
TRHR enhancer: qHTS for Small Molecule Agonists and Allosteric Enhancers of Human TRH Receptor: Primary Screen for Enhancers | Thyrotropin-releasing hormone receptor (Homo sapiens), P34981 | TRHR cells, fluo-8 calcium fluorescence, EC20 TRH enhancement | enhancement, % at 2 µM | actives 0.66% (n = 360,000) | AID 493056, 2011; in the data active means enhancement above about 30%; further: 0% is about no effect
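Enhancer read-out: after compound pinning and an initial kinetic agonist-mode read, an EC20 of TRH (10 nM final) was injected and fluo-8 calcium signal (Ex 480/Em 530) followed at 1 s/cycle for 100 cycles in TRHR-expressing cells.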
* marks the source's active call; other numbers are inactive results; . = not tested or not shown. Unless noted, no stated cut-off is given here; in the data, active means activation above about 30%; inactive means the rest. Rows were taken by chance; any-hit rate near 7.1%.

SMILES | D1 potentiator | D1 agonist | D1 antag | D2 antag | TRHR agonist | D2 potentiator | D2 ag | RXFP1 antagonist | TRHR enhancer
COc1cc(CCC(=O)OCC(N)=O)cc(OC)c1OC | -8 | 6 | 27 | 30 | 0.2 | -2 | 1.6 | -17 | -3
CCSc1nc2c([nH]c3ccccc32)c(=O)n1-c1ccc(F)cc1 | -7 | 1 | -9 | . | 0.1 | -8 | 0.6 | . | 1
CCSC1=NC2(CCCCC2)Nc2sc3c(c21)CCCC3 | -1 | 2 | -1 | 6 | -0.2 | 2 | 0.4 | -4 | -7
CCOC(=O)N1CCC(Nc2ncnc3c2cnn3-c2ccc(Cl)cc2)CC1 | -5 | 2 | -20 | -4 | -0.2 | 5 | -2.3 | -15 | 9
Cc1cc(C)c(C)c(S(=O)(=O)NCCCn2ccnc2)c1C | 0 | 4 | 9 | . | 1.1 | . | . | 4 | -8
O=C(CCNC(=O)c1ccc(Cl)cc1)NC1CCCCCC1 | -9 | 2 | -2 | 13 | -0.6 | -11 | -1.0 | -8 | -2
Cc1nnc(SCC(=O)N2CCC(C(N)=O)CC2)s1 | -4 | 4 | -4 | 0 | 0.6 | 1 | 0.4 | 8 | -1
CN(C)CCCN(C(=O)c1cccc(N2C(=O)CCC2=O)c1)c1nc2cc3c(cc2s1)OCO3 | -2 | -1 | 12 | 4 | 0.5 | 3 | -0.3 | 6 | 32*
Cc1ccc(C(=O)Oc2ccccc2N2CCOCC2)cc1 | -8 | 1 | -5 | 11 | 0.5 | 10 | -0.2 | -14 | -3
CC1CC(C)CN(S(=O)(=O)c2ccc3c(c2)oc(=O)n3CC(=O)N(C)Cc2ccccc2)C1 (centres undefined) | -2 | 3 | -9 | -9 | 0.2 | 4 | -0.8 | . | -6
CC1(C)CC(c2nc(-c3ccccc3)cs2)CCS1 (centres undefined) | -5 | 5 | 2 | -2 | -0.1 | -4 | -0.1 | -15 | -2
O=[N+]([O-])c1cccc(N=Cc2sc3ccccc3c2O)c1 | 0 | 5 | -12 | 0 | 0.9 | 12 | -0.2 | . | 43*
COc1ccc(-c2[nH]ncc2C2N=C(N)Nc3nc4ccccc4n32)cc1 (centres undefined) | -8 | 2 | -7 | 23 | 0.1 | 5 | 2.5 | 13 | 5
CN(C)c1ccc(C(CNS(=O)(=O)c2ccc(Cl)cc2)N2CCCC2)cc1 (centres undefined) | 0 | 4 | 0 | . | 0.4 | -19 | -0.7 | -5 | 2
O=C(CCCN1C(=O)c2cccnc2C1=O)Nc1ccc(Br)cc1 | -5 | -1 | -55* | -3 | -0.3 | 7 | 1.7 | 8 | 9
CN(CCc1ccccn1)C(=O)CC1C(=O)NCCN1Cc1ccccc1C(F)(F)F (centres undefined) | -2 | 1 | 4 | 13 | -1.7 | 0 | -0.1 | -20 | 7
COc1ccc(C)cc1NC(=O)Cn1c(=O)oc2cc(S(=O)(=O)N3CCCCCC3)ccc21 | -1 | 0 | 1 | . | -0.8 | 6 | 0.0 | -17 | 1
Cc1cc(Br)c(NC(=O)COn2nnc3ccc(S(C)(=O)=O)cc32)c(Br)c1 | 2 | 2 | 5 | 5 | -0.6 | -4 | 1.2 | -1 | -4
O=C(CSc1nnc(-c2ccncc2)o1)Nc1cc(F)ccc1F | . | 7 | -15 | 18 | 0.0 | -2 | -0.1 | 5 | 2
COc1ccc2oc(C(=O)NC3(C)CCS(=O)(=O)C3)c(C)c2c1 (centres undefined) | -1 | 4 | -16 | -15 | -0.2 | -7 | -0.4 | -4 | -1
O=C(/C=C/c1ccc2c(c1)OCO2)N1CCN(c2ccc(Cl)cc2)CC1 | 7 | 3 | 0 | 2 | -0.4 | 5 | -0.6 | -13 | -7
O=C(COc1ccccc1C(=O)O)NC1CCCc2ccccc21 (centres undefined) | -8 | 1 | -17 | 17 | 1.1 | -3 | 4.8 | -8 | -6
O=C(CSc1ncccc1C(=O)O)c1ccc2ccccc2c1 | -9 | 3 | -22 | . | 0.5 | . | . | 11 | -3
NC(=O)c1ccc(NC(=O)c2ccc(CN3CCOCC3)cc2)cc1 | 1 | 2 | -14 | -11 | 0.3 | 10 | 0.2 | 5 | 8
Cc1ccc(-c2cc3c(N4CCN(c5cc(C)ccc5C)CC4)nccn3n2)cc1 | 2 | 0 | -4 | . | 1.1 | -6 | 0.3 | . | -10
Nc1ccc(Nc2cc(O)c3ncccc3c2)cc1 | -3 | 0 | -12 | . | 0.5 | . | . | . | 3
N#Cc1c(-c2ccc(F)cc2)nc(-c2ccccc2)[nH]c1=O | 2 | 1 | -1 | 28 | -0.8 | -5 | -1.1 | 12 | -4
O=C(Oc1ccc(C(=S)N2CCOCC2)cc1)c1ccc([N+](=O)[O-])cc1[N+](=O)[O-] | -5 | -1 | -2 | 1 | 0.8 | -1 | 0.1 | -2 | 0
O=C(CN1CCC(O)(c2ccccc2)CC1)Nc1ccc2c(c1)OCCO2 | -3 | 3 | 10 | 95* | 0.0 | -25 | 1.9 | 4 | -6
CN(CCCC1CCCC1)C(=O)CC1C(=O)NCCN1Cc1ccc(F)cc1 (centres undefined) | -1 | 0 | 15 | 5 | -0.1 | -4 | -0.4 | -10 | -4
COc1cc2c(C#N)c(N3CCOCC3)nc(N)c2c(N)n1 | -3 | 4 | 10 | . | -0.6 | . | . | 15 | -3
CC(C)(C)c1ccc(Cn2ccc(-c3ccc4c(c3)OCO4)n2)cc1 | 4 | 19 | -14 | -15 | 0.0 | 3 | 0.4 | -16 | -1
COC(=O)c1cn(C(=O)c2cc(C)cc(C)c2)c2ccccc12 | -4 | 3 | 0 | 7 | 0.1 | 1 | 0.2 | 9 | 13
CCCN(C(=O)CSc1n[nH]c(-c2ccc(OC)cc2)n1)c1c(N)n(Cc2ccccc2)c(=O)[nH]c1=O | -7 | 1 | 1 | 7 | 0.6 | -2 | 0.4 | -15 | -4
COc1cccc(N2C(=O)N(CC(=O)NCc3cccc(OC)c3OC)c3ccccc3S2(=O)=O)c1 | -2 | 3 | -17 | . | -0.1 | -2 | -0.2 | . | -6
CSc1nnc(C)c(=O)n1COC(=O)/C=C/c1ccc2c(c1)OCO2 | -2 | 6 | -23 | 4 | 0.6 | -3 | 0.4 | 6 | -2
Cc1cccc(NC(=O)CSCC(=O)OCc2ccccn2)c1 | 5 | 6 | -1 | 12 | -0.1 | -2 | -0.2 | -17 | -6
CC(=O)NC1=NN(C(C)=O)C(c2ccccc2)S1 (centres undefined) | -1 | 2 | -2 | -9 | 0.3 | 12 | 0.7 | 4 | 3
CCC(C(=O)Nc1cc(C)nn1-c1nc(C)cc(C)n1)c1ccccc1 (centres undefined) | 8 | 18 | 17 | . | -0.6 | 21 | . | -3 | 19
CCOC(=O)N1CCN(c2ccc(Cl)cc2)CC1 | 1 | 7 | -21 | 16 | -0.4 | 14 | -0.5 | 23 | 2
COc1cccc(C(=O)NC2=NCCS2)c1OC | -3 | 4 | -4 | -3 | 0.3 | 2 | 0.0 | 8 | -2
CC(c1ccccc1)c1nnc(N)s1 (centres undefined) | -1 | 4 | 7 | -3 | 1.6 | 9 | 0.1 | 5 | 9
COC(=O)[C@H](Cc1ccccc1)NC(=O)N1CCCCCC1 | -5 | 1 | 4 | 20 | 0.2 | 10 | 1.2 | -6 | 8
Cc1ccc(OCC(=O)N(Cc2ccccc2)C(C)C)c([N+](=O)[O-])n1 | -2 | 1 | 2 | -9 | -0.8 | -10 | -0.8 | 0 | 0
CN(Cc1ccco1)C(=O)CSc1nc(C2CC2)n(-c2ccccc2)n1 | 2 | 2 | 3 | 8 | -0.2 | -5 | -1.0 | -9 | 21
N=C1C(c2nc3ccccc3[nH]2)=C(O)CN1c1ccccc1 | -10 | 0 | 3 | -13 | -0.2 | 1 | -1.6 | -5 | 2
CCc1ccc(NC(=O)Cn2c(=O)n(CCC(=O)NCCc3ccc(OC)c(OC)c3)c(=O)c3ccccc32)cc1 | 2 | 1 | -8 | . | 0.7 | 0 | 0.2 | . | -7

7 entries picked at random from those above, as already listed:
SMILES | D1 potentiator | D1 agonist | D1 antag | D2 antag | TRHR agonist | D2 potentiator | D2 ag | RXFP1 antagonist | TRHR enhancer
COc1ccc(-c2[nH]ncc2C2N=C(N)Nc3nc4ccccc4n32)cc1 (centres undefined) | -8 | 2 | -7 | 23 | 0.1 | 5 | 2.5 | 13 | 5
NC(=O)c1ccc(NC(=O)c2ccc(CN3CCOCC3)cc2)cc1 | 1 | 2 | -14 | -11 | 0.3 | 10 | 0.2 | 5 | 8
CC1(C)CC(c2nc(-c3ccccc3)cs2)CCS1 (centres undefined) | -5 | 5 | 2 | -2 | -0.1 | -4 | -0.1 | -15 | -2
O=C(CN1CCC(O)(c2ccccc2)CC1)Nc1ccc2c(c1)OCCO2 | -3 | 3 | 10 | 95* | 0.0 | -25 | 1.9 | 4 | -6
N=C1C(c2nc3ccccc3[nH]2)=C(O)CN1c1ccccc1 | -10 | 0 | 3 | -13 | -0.2 | 1 | -1.6 | -5 | 2
CCCN(C(=O)CSc1n[nH]c(-c2ccc(OC)cc2)n1)c1c(N)n(Cc2ccccc2)c(=O)[nH]c1=O | -7 | 1 | 1 | 7 | 0.6 | -2 | 0.4 | -15 | -4
O=C(CSc1ncccc1C(=O)O)c1ccc2ccccc2c1 | -9 | 3 | -22 | . | 0.5 | . | . | 11 | -3

Assay outcomes from PubChem.
